Screening data from PubChem.
IDE cell activ = boosts human insulin-degrading enzyme activity in HEK cells; P14735; AID 493087; hit rate 0.073% among 340,000; FAbeta-B cleavage, fluorescence polarization; 0% vehicle, 100% cell-free pure enzyme wells; activation, % at 5.96 µM;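 active = activation above the mean of all tested compounds plus 3 SD, set per screening campaign, cut at about 17% in these data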
PHOSPHO1 block = blocks human PHOSPHO1 phosphatase activity; Q8TCT1; recombinant PHOSPHO1, absorbance phosphatase assay; inhibition, % at 13.3 µM; hit rate 1.1% among 290,000; in the data active = inhibition above about 60%
PfM18AAP inh = blocks P. falciparum M18 aspartyl aminopeptidase. recombinant PfM18AAP, H-Glu-NHMec fluorogenic cleavage. inhibition, % at 7.35 µM. hit rate 1.2% among 290,000;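 active = inhibition above the campaign mean inhibition over all tested compounds plus 3 SD, cut at about 28% in these data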;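 note: 0% = plate median of test compound wells and 100% = 2 mM ZnCl2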
GPR7 antag = blocks human GPR7 receptor signaling; GPR7-expressing cells, fluorescence antagonist assay; inhibition, % at 4.4 µM; hit rate 1.1% among 290,000; in the data active = inhibition above about 16%, passing the limit was not always enough;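 note: cells stimulated with the agonist NPW; 0% = agonist with vehicle and 100% = vehicle without agonist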
IMP-1 inhibitor = inhibitors of Pseudomonas aeruginosa IMP-1 metallo-beta-lactamase | purified IMP-1, nitrocefin hydrolysis, epi-absorbance fluorescence | hit rate 0.45% among 290,000 | AID 1556 | inhibition, % at 5.6 µM;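 active = inhibition above the mean plus 3 SD of all compounds in the same screening run, cut at about 4.5% in these data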;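 note: 0% = IMP-1 with DMSO and 100% = DMSO wells lacking enzyme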
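Test system: recombinant IMP-1 enzyme, purified / Medium: HEPES buffer pH 7.1 with ZnSO4 and Brij 35 / Doses: single dose, 5.6 µM / Times: 25 °C, 15 min preincubation, 25 min reaction / Detection: Epi-absorbance via hydrolysed-nitrocefin quenching of white-plate fluorescence, 480/530 nm, EDTA stop / Evaluation: percent inhibition from optical density relative to buffer-blank wells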
NALP1 yeast inh = blocks the NALP1 inflammasome reconstituted in yeast | S. cerevisiae NALP1/ASC/caspase-1 growth, X-gal OD620, 72 h | inhibition, % at 10 µM | hit rate 0.61% among 280,000 | AID 2071; in the data active = inhibition mostly above about 24%, no sharp cut-off; inactive = mostly below about 32%; note: some compounds called inactive have numbers as strong as hits
p-CIP stab down = p/CIP protein destabilization | Q05BA5 | F442A p/CIP-EGFP cells, EGFP fluorescence, 16 h | decrease of EGFP signal, % at 10 µM | hit rate 0.01% among 290,000 | AID 1984;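 active = EGFP signal decrease of at least 30% at 10 µM or well 3 SD below plate mean, unless failing retest; inactive = the rest, including hits failing retest or dose response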; note: some compounds called inactive have numbers as strong as hits; many of its hits are not listed in these tables
Target sequence (Q05BA5 1-1403): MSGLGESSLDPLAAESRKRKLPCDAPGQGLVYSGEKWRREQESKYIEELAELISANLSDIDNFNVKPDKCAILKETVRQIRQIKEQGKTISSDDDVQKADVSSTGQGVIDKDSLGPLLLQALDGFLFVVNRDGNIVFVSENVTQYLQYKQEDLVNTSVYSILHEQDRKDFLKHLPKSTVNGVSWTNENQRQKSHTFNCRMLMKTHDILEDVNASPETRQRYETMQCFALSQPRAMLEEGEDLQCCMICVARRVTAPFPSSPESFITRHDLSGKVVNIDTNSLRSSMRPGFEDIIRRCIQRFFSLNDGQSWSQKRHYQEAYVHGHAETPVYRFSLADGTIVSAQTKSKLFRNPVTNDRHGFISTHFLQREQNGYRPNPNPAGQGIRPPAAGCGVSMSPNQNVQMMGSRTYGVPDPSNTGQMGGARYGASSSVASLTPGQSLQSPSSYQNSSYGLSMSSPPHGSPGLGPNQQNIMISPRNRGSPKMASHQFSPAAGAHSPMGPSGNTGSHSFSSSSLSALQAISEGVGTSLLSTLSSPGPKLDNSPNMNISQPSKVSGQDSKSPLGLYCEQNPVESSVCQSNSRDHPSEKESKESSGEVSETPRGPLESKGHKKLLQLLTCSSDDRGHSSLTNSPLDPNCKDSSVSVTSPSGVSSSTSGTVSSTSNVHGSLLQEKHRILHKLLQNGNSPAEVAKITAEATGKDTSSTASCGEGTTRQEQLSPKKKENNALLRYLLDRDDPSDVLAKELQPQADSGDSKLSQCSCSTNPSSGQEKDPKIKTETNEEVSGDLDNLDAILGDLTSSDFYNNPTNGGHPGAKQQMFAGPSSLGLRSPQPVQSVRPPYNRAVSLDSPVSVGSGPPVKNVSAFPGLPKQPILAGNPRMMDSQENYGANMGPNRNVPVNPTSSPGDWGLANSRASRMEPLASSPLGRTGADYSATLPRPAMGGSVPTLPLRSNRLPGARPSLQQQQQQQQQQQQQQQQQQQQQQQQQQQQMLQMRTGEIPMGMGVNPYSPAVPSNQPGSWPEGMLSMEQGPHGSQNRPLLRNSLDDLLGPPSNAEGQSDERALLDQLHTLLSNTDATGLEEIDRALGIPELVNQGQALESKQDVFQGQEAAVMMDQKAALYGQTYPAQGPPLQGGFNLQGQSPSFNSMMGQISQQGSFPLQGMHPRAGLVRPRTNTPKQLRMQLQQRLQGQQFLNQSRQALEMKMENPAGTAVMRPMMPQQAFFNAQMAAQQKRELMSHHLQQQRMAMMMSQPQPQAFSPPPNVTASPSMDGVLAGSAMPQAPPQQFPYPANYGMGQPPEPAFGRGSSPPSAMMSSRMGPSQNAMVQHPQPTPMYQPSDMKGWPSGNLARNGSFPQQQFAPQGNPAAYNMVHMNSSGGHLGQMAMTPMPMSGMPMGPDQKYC
IDE cell inh = inhibitors of human insulin-degrading enzyme in cells; AID 434962; inhibition, % at 5.59 µM; HEK cells, FAbetaB cleavage, fluorescence polarization; P14735; hit rate 0.41% among 320,000;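 active = percent inhibition above the average of all tested compounds plus 3 SD, set per screening campaign, cut at about 16% in these data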;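 note: IDE supplied by intact live HEK cells; FP after avidin binding of uncleaved biotin substrate so inhibition keeps polarization high; 0% = DMSO wells and 100% = 60 µM reference IDE inhibitor Ii1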
VIM-2 inhibitor = blocks Pseudomonas aeruginosa VIM-2 metallo-beta-lactamase; purified VIM-2, nitrocefin hydrolysis, epi-absorbance fluorescence; inhibition, % at 5.6 µM; hit rate 0.89% among 290,000;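 active = inhibition above the mean of all tested compounds plus 3 SD, cutoff set per screening run, cut at about 7.5% in these data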;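 note: red hydrolysis product quenches plate fluorescence so inhibitors raise well fluorescence; 0% = enzyme with DMSO and 100% = DMSO without enzyme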
* = called active by the depositor; x = not tested or not shown.

SMILES	IDE cell activ	PHOSPHO1 block	PfM18AAP inh	GPR7 antag	IMP-1 inhibitor	NALP1 yeast inh	p-CIP stab down	IDE cell inh	VIM-2 inhibitor
CCOc1ccccc1NC(=S)N1CCN(c2nc(-c3cccc(OC)c3)cs2)CC1	0	-3	-9	1	-0.4	13	12	1	-0.6
Cc1nn(CCC(N)=O)c2nc(-c3cccs3)cc(C(F)(F)F)c12	3	-11	4	-1	-1.7	8	-18	-2	0.7
Cn1cc(/C=C/C(=O)N2CCCC(C(=O)c3cccc4ccccc34)C2)cn1 (stereo not drawn)	1	8	-4	-10	-2.9	4	11	1	-3.3
Cc1ccc(O)c(C(=O)CC(=O)c2ccc(Cl)cc2)c1	2	25	5	0	-2.5	-15	2	5	-4.3
COc1ccc(N2C(=O)CSC2c2ccc3c(c2)OCO3)cc1 (stereo not drawn)	4	-18	5	7	-3.7	5	-2	-5	-2.9
Clc1ccc(C(c2nnnn2C2CCCC2)N2CCN(c3nc4ccccc4s3)CC2)cc1 (stereo not drawn)	4	x	-3	-14	-2.1	x	x	2	-1.0
O=C(CCNS(=O)(=O)c1cccc2nsnc12)NC1CCCc2ccccc21 (stereo not drawn)	1	-6	5	-7	-1.1	-1	-7	-1	-0.3
NS(=O)(=O)c1cccc(NC(=O)CSc2ncnc3ccccc23)c1	6	17	1	-9	-1.9	x	4	-1	-1.2
COc1cccc(C(O)c2nccn2Cc2ccccc2)c1OC (stereo not drawn)	3	36	0	-9	-3.2	13	-1	x	-0.7
CC1(C)CSC(=NCCc2ccccc2)N1	0	39	-12	-4	-1.6	21	-13	2	-0.1
CCC(C)[C@H](NC(=O)N1CC(=O)Nc2ccccc21)C(=O)N[C@@H](C(=O)O)c1ccccc1 (stereo partly drawn)	-1	38	0	-3	-0.5	-4	-9	6	-1.0
O=C(Cc1ccccc1)Nc1ccc2c(c1)CCC2	8	-8	4	6	-2.6	14	-5	2	-2.5
O=C(Cn1cc(C(F)(F)F)ccc1=O)N/N=C/c1ccc(O)cc1	-6	-1	2	-3	-1.7	11	2	-3	-3.7
O=C(Cc1nc(-c2cnccn2)no1)NNC(=O)Nc1ccccc1	-4	21	10	-1	-2.3	4	-1	4	-4.3
COC(=O)C(=C/C=C/c1cccnc1)C(=O)OC	0	45	2	1	-1.6	13	2	4	0.4
CC(C)(C)n1nnnc1C(c1ccc(F)cc1)N1CCC(C(N)=O)CC1 (stereo not drawn)	3	45	3	-5	-1.8	6	0	-8	-3.5
CC(C)(C)c1cc(C(=O)N2CCN(c3ncccn3)CC2)ccn1	6	-26	-2	-12	-2.4	7	-16	1	-1.9
Cc1cc(CNC(=O)COc2ccc(F)cc2)c2ccccc2n1	4	38	-4	-16	-1.2	5	-2	3	-2.0
Cc1cccc(NC(=S)NC(=O)/C=C/c2ccccc2)n1	-3	47	4	-5	-2.5	1	-4	-1	-2.4
Cn1c(-c2ccco2)nc2cc3ccccc3cc21	1	3	-3	7	-2.8	8	7	4	1.5
Cc1cccc(C)c1NC(=O)CN1C(=O)N(C)Cc2ccccc21	-5	34	1	-12	-2.5	-2	-4	0	-3.0
Cc1ccc(NC(=O)Cn2nc(C)cc2C)cc1	7	-1	1	-2	-0.7	15	9	-4	-2.0
CCOC(=O)C1=NNC(C(=O)c2ccc(C)cc2)C1c1ccc(C)cc1 (stereo not drawn)	1	-7	0	-15	-3.2	28	-6	6	0.0
CC1Cc2ccccc2N1C(=O)CNc1cccc(S(=O)(=O)N2CCCC2)c1 (stereo not drawn)	3	34	0	-15	-2.1	6	-13	0	-3.6
COC(=O)C(CCSC)NC(=O)CNS(=O)(=O)c1ccc(F)cc1 (stereo not drawn)	0	-4	-14	-3	-0.5	14	0	-3	-0.2

The results go on:
SMILES	IDE cell activ	PHOSPHO1 block	PfM18AAP inh	GPR7 antag	IMP-1 inhibitor	NALP1 yeast inh	p-CIP stab down	IDE cell inh	VIM-2 inhibitor
COc1ccccc1C(=O)N1CC(=O)Nc2ccc(F)cc2C1c1ccccc1 (stereo not drawn)	0	20	-4	3	-3.4	31	-6	5	-1.8
CC(=O)NS(=O)(=O)c1ccc(NC(=S)NC(=O)Cc2ccccc2)cc1	3	-16	2	-16	-2.1	-3	6	6	-1.6
CCCOc1ccc(N2C(=O)C3C4C=CC(CC4)C3C2=O)cc1 (stereo not drawn)	0	33	-4	1	-3.8	16	5	5	-3.0
O=C(c1ccc(CS(=O)(=O)c2ccc(Br)cc2)o1)N1CCCC1	2	-13	-10	2	0.4	-11	-16	-1	1.4
O=C(O)c1cccc(NC(=S)NCc2ccccc2)c1	5	55	5	1	-3.5	-1	-8	-5	-3.2
CCCNC(=O)CN(c1cccc(F)c1)S(C)(=O)=O	1	-1	-10	-9	-2.5	14	-6	-6	-4.7
CC1(C)CC(=O)C2=C(C1)Nc1ccccc1N1C(=O)c3ccccc3C21 (stereo not drawn)	0	-48	3	2	-5.0	0	-7	1	-3.0
COc1ccc(CN2CCN(CCc3ccccc3)C(CCO)C2)c(Cl)c1OC (stereo not drawn)	1	19	-9	4	-3.7	27	-1	5	-0.3
NC(=O)C1CCN(C(=O)CNC(=O)c2ccccc2)CC1	5	-39	-2	-1	-1.4	-3	3	9	0.5
Cc1ccc2c(c1)C(O)(CC(=O)c1ccc3c(c1)OCO3)C(=O)N2 (stereo not drawn)	-2	0	-14	-9	-2.4	26	-12	7	-1.6
Cc1ccc(C(=O)NC(=S)NNS(=O)(=O)c2ccc(C)cc2)cc1	1	16	40*	-12	-2.8	23	-2	10	-6.0
Cc1ccc(NC(=O)Nc2nnc(Cc3ccc([N+](=O)[O-])cc3)s2)cc1	6	-7	-3	-1	-0.9	30	-9	2	-3.5
CNC(=O)/C(C#N)=C/c1ccc(-c2ccccc2[N+](=O)[O-])o1	10	41	-3	-1	-1.4	14	-3	-3	4.6
COC(=O)c1cc(-c2ccc(Br)cc2)n[nH]1	4	9	-1	-2	-5.5	3	3	5	-0.2
Cn1ncc(SCc2ccccc2)c(Cl)c1=O	x	43	-1	-15	-2.0	2	0	-4	-2.6
CCOc1ccccc1NC(=O)CNC(=O)c1nn(-c2ccc(OC)c(OC)c2)c(=O)c2ccccc12	-1	16	4	-3	-1.3	14	-3	-1	-3.7
O=C(NCc1cccc(F)c1)c1ccc(N2C(=O)Cn3c(cc4sccc43)C2=O)cc1	2	4	7	-7	-3.5	12	-2	2	-3.4
COc1cc2c(cc1OC)C(C(=O)Nc1ccc(F)c(Cl)c1)CC(=O)N2 (stereo not drawn)	5	35	-4	1	-1.8	3	-3	-6	-0.9
CCc1ccccc1NC(=O)Nc1ccc(F)cc1	5	1	0	4	-1.0	15	3	4	-0.7
N#CC1(Nc2ccccc2)C(=O)Nc2ccccc21 (stereo not drawn)	-4	19	-5	-7	-3.0	4	-16	-4	-2.6
O=C(O)CCCCCNc1nc(-c2ccccc2)nc2ccccc12	2	19	-4	-7	-3.4	19	6	3	0.0
O=C(NCC(=O)N1CCN(c2ccccc2)CC1)c1ccccc1	6	37	4	-4	-2.5	2	-5	1	-3.9
COC(=O)c1ccc(COc2ccc(C=O)cc2)o1	1	40	-3	6	-0.2	11	3	-2	-0.2
O=C(NCCCn1cccn1)C1CCC(=O)N(CCc2ccccc2)C1 (stereo not drawn)	0	-27	2	-7	-3.2	-1	-3	4	0.2
CCOC(=O)N1CCN(Cc2c(F)cccc2Cl)CC1	-8	36	-4	-5	-3.9	2	-13	1	-1.5

Three of the compounds above, with values under each structure.
Values run as follows: IDE cell activ, PHOSPHO1 block, PfM18AAP inh, GPR7 antag, IMP-1 inhibitor, NALP1 yeast inh, p-CIP stab down, IDE cell inh, VIM-2 inhibitor
> COc1ccccc1C(=O)N1CC(=O)Nc2ccc(F)cc2C1c1ccccc1 (stereo not drawn)
    0, 20, -4, 3, -3.4, 31, -6, 5, -1.8
> CCCNC(=O)CN(c1cccc(F)c1)S(C)(=O)=O
    1, -1, -10, -9, -2.5, 14, -6, -6, -4.7
> O=C(c1ccc(CS(=O)(=O)c2ccc(Br)cc2)o1)N1CCCC1
    2, -13, -10, 2, 0.4, -11, -16, -1, 1.4

The listing continues.
SMILES	IDE cell activ	PHOSPHO1 block	PfM18AAP inh	GPR7 antag	IMP-1 inhibitor	NALP1 yeast inh	p-CIP stab down	IDE cell inh	VIM-2 inhibitor
O=C(CCc1ccccc1)N/N=C/c1cccc([N+](=O)[O-])c1	-3	-7	-2	4	-1.8	0	-2	10	-0.9
CCN1CCN(CCOCCOc2ccccc2)CC1	7	19	2	-5	2.7	23	-6	2	0.2
Cc1ccc(C(C(=O)NC2CCCC2)N(C(=O)CCC(=O)Nc2cc(C)on2)c2ccccc2)cc1 (stereo not drawn)	2	-32	-3	-10	-1.6	5	3	6	-3.0
Cc1ccc(C)c(NS(=O)(=O)c2ccc(OCC(=O)N3CCCC3)cc2)c1	10	4	-10	6	-3.5	5	-7	-1	-5.7
O=C(CCc1nc(-c2cccs2)no1)NCc1ccc(F)cc1Cl	3	-14	3	-17	-4.4	-6	1	-6	-1.9
COc1cc2c(cc1OC)C(C(=O)NC(C)c1ccccc1)CC(=O)N2 (stereo not drawn)	1	-60	5	-10	-2.5	-8	3	2	-1.1
COc1ccccc1C(O)(C(=O)NN(C(=O)c1ccccc1)c1ccccc1C)c1cccs1 (stereo not drawn)	1	9	-1	10	-1.6	-25	-5	-1	-3.1
COc1ccc(C(CC(=O)c2ccccc2)CC(=O)c2ccccc2)cc1	0	-21	4	-3	-2.8	-8	-4	2	-1.7
CCN(c1ccccc1)S(=O)(=O)c1ccc(C(=O)N(CCCN(C)C)c2nc3c(C)cccc3s2)cc1	5	17	-12	29*	-3.0	35	-4	-6	-0.6
CCc1ccc(CN2CCN(c3ncccn3)CC2)cc1	2	8	0	2	-4.3	10	-2	4	-1.2
COc1ccccc1C(=O)C1CCCN(C(=O)c2cccnc2SC)C1 (stereo not drawn)	-1	52	0	-6	-1.4	-12	-10	-5	-2.6
CCOC(=O)Nc1ccc(C)cc1Br	0	19	9	-9	-3.4	-5	-4	6	-2.4
C=C(C)C1CC=C(C)/C(=N/NC(=O)COc2ccc(C)cc2)C1 (stereo not drawn)	1	-2	-1	-3	-4.6	6	-4	-4	-2.0
CCOc1ccc(-c2cc(CCCC(=O)NCCC(C)C)no2)cc1	-13	-14	0	4	-1.8	12	9	1	-1.0
O=C(CN(Cc1ccccc1Cl)C(=O)CN1C(=O)CSc2ccccc21)NC1CC1	2	32	-2	12	-1.5	23	-5	2	-1.8
CC1=CS/C(=C(/C#N)C(=O)N2CCOCC2)N1c1ccccc1	2	3	4	-6	-2.6	16	-2	0	-2.9
CC(=O)Nc1nonc1C(=O)N1CCC(C)CC1	-1	19	3	-14	-4.5	26	5	3	-2.8
C=CCOC(=O)C1=C(C)NC(=S)NC1/C=C/c1ccccc1 (stereo not drawn)	-4	33	6	-1	-4.0	-11	-14	8	-3.9
Cc1cc(Cl)ccc1OC(C)C(=O)Nc1cnn(CCCC(=O)O)c1 (stereo not drawn)	4	15	2	4	-1.8	-10	5	1	-0.4
N#C/C(=C(/O)COC(=O)c1cccnc1Cl)c1nc2ccccc2[nH]1	2	-18	7	-7	-2.5	-1	12	-3	3.3
O=C(Cn1cc(C(=O)C2CC2)c2ccccc21)NCc1ccccc1	-1	-8	3	-9	-4.7	12	4	3	-1.1
C=CCNc1nc(Cl)nc(NC2CCCCC2)n1	1	45	-16	-5	-2.1	13	0	x	-1.1
Fc1ccc(-c2nc(-c3cccs3)[nH]c2-c2ccc(F)cc2)cc1	2	-12	-8	-11	-2.6	20	-3	3	-2.8
